Source: PubChem BioAssay
STAT1 inh: inhibitors of IFN-gamma induced STAT1 signaling. NIH 3T3 STAT1-luciferase reporter, luminescence. 0.35% of 200,000 active. inhibition, % at 5.5 µM. AID 920;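 active = inhibition above a set limit, the mean inhibition across all tested compounds plus 3 SD, cut at about 34% in these data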;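 note: 0% = IFN-gamma with DMSO and 100% = IFN-gamma with 300 µM nifuroxazide; values of inactives mirror those of a sister screen read the other way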
STAT3 activator: STAT3 signaling activation | 0.91% of 190,000 active | activation (% of control), % at 5.6 µM | U3A cells, IL-6 STAT3-luciferase reporter, luminescence; 100% = signal with IL-6 EC80 alone;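 active = activation above the screen-wide mean of compound activation plus 3 SD, cut at about 130% in these data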;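 note: 0% = background luminescence of wells with medium and substrate only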
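Test system: STAT3-luciferase reporter U3A cells; Detection: reporter luminescence signal; Times: 1 h compound pre-exposure, 6 h IL-6 stimulation, 37 °C; Benchmarks: IL-6-only high control; Also added: IL-6 stimulus at 33 ng/mL final.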
STAT3 blocker: reduces IL-6 driven STAT3 reporter signal; U3A cells, IL-6 STAT3-luciferase reporter, luminescence; host cell line lacks STAT1; inhibition, % at 5.5 µM; 0.89% of 190,000 active; AID 862;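 active = inhibition above the mean inhibition across all screened compounds plus 3 SD, cut at about 44% in these data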;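 note: 0% = DMSO only wells and 100% = 100 µM nifuroxazide control wells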
bIAP activator: intestinal alkaline phosphatase (bovine) activation. purified bovine IAP, CDP-star luminescence, 30 min; stronger effect = higher value; fold of DMSO-control signal, blank-subtracted. activation factor at 20 µM. 0.17% of 200,000 active. AID 1016;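 active = activation factor of 2 or more at 20 µM, a signal rise over negative controls twice the positive control's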
ROMK mod: modulates human ROMK potassium channel activity | P48048 | Tet-inducible ROMK, thallium flux fluorescence; actives lie on both sides | B-score at 10 µM | 2% of 130,000 active;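 active = signal ratio slope over the read window, or its plate-corrected B-score, at least 3 SD from the plate mean, either direction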;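 note: B-score of the F/F0 ratio slope over 7 to 12 s after thallium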
Target sequence (P48048 whole entry, looked up): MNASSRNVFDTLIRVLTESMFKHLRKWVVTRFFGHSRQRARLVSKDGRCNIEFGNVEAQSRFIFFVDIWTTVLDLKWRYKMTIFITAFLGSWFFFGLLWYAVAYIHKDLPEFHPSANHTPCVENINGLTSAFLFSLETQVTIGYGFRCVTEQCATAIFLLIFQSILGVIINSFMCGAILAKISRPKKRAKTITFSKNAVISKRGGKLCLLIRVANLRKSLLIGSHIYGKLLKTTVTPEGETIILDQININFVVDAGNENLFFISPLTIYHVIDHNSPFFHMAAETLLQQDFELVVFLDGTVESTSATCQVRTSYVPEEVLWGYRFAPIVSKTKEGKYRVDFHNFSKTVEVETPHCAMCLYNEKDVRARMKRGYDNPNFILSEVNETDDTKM
PPARg SRC3 recr: promotes SRC-3 coactivator recruitment by human PPARgamma. P37231. biochemical PPARgamma/SRC-3 coactivator recruitment assay. activation, % at 8 µM. 0.26% of 200,000 active; in the data active = activation above about 23%;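 note: 0% = DMSO and 100% = reference agonist; some compounds past the cut are filed as inactive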
Target sequence (P37231 whole entry, looked up): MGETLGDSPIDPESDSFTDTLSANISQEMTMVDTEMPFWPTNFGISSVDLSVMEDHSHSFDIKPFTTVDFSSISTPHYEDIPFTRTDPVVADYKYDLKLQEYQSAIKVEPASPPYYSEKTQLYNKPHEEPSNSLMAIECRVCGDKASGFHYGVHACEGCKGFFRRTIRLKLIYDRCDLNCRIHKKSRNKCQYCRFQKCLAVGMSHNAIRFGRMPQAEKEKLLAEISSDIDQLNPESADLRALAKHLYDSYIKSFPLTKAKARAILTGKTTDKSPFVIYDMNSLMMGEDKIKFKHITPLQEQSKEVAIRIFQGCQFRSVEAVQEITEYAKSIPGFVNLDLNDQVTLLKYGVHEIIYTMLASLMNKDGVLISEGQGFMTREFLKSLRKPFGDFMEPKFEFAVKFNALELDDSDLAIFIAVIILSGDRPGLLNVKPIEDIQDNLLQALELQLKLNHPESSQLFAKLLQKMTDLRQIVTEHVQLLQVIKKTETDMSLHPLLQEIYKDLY
PPARg SRC-1 ag: agonists of human PPARgamma SRC-1 coactivator recruitment. P37231. 0.41% of 200,000 active. activation, % at 8 µM. AID 631. PPARgamma-SRC-1 coactivator recruitment biochemical assay; in the data active = activation above about 19%;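 note: 0% = DMSO and 100% = reference agonist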
PPARg SRC2 recr: promotes SRC-2 coactivator recruitment by human PPARgamma; activation, % at 8 µM; 0.34% of 200,000 active; AID 1032; PPARgamma LBD-SRC-2 recruitment, biochemical; in the data active = activation above about 22%;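 note: 0% = vehicle and 100% = reference agonist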
TNAP act hiacc: increases human TNAP activity under high phosphate acceptor concentration | AID 1136 | P05186 | purified TNAP, CDP-star luminescence, 1 M DEA, 30 min; stronger effect = higher value; 0 = EDTA background, 1 = DMSO-only activity | activation factor at 20 µM | 200,000 tested, under 10 active;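 active = activation factor at least 2 at 20 µM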
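Measured by: Luminescent substrate turnover signal | Test system: Human TNAP | Input: TNAP 1/800 final | Dosing: 20 µM single point | Schedule: 30 min, room temperature | Controls: EDTA wells as negative control, DMSO wells as positive control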
SRC2 TRFRET art: TR-FRET artefact, counter-screen to PPARgamma/SRC-2 agonist assay; stronger effect = higher value; 0.4% of 200,000 active; TR-FRET ratio at 8 µM; in the data active = TR-FRET ratio above about 2000; note: inactives centre near 1500
bIAP inhibitor: blocks bovine intestinal alkaline phosphatase activity | 190,000 tested, under 10 active | inhibition, % at 20 µM | purified bovine IAP, CDP-star luminescence, 30 min | AID 1019;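 active = over 50% inhibition of intestinal alkaline phosphatase at 20 µM in the single-dose screen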
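Incubation: 30 min reaction at room temperature / Material: purified bovine intestinal alkaline phosphatase (IAP) enzyme / Input: enzyme at 1/65,000,000 dilution / Dosing: 20 µM single dose / Signal: CDP-star luminescence signal / Reagent: CDP-star chemiluminescent phosphatase substrate, 30 µM final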
Starred values were filed as active, the others as inactive.

Cc1ccc(OCC(O)CN2CC3(C)CC2CC(C)(C)C3)cc1 (centres undefined) was read as STAT1 inh -4, STAT3 activator 101, STAT3 blocker -3, bIAP activator 0.8, PPARg SRC3 recr 0, PPARg SRC-1 ag 0, PPARg SRC2 recr 3, TNAP act hiacc 1, SRC2 TRFRET art 1574 and bIAP inhibitor 20.
`Cc1ccc(CNC(=O)CNC(=S)N(Cc2ccccc2)Cc2cccnc2)cc1` gave STAT1 inh 6, STAT3 activator 102, STAT3 blocker 2, bIAP activator 1.8, ROMK mod -0.42, PPARg SRC3 recr 1, PPARg SRC-1 ag -2, PPARg SRC2 recr 0, TNAP act hiacc 1.1, SRC2 TRFRET art 1457 and bIAP inhibitor -80.
`O=C(CSc1ccc2c(c1)OCCO2)Nc1ccc(N2CCOCC2)cc1` gave STAT1 inh 1, STAT3 activator 97, STAT3 blocker 11, bIAP activator 1.1, ROMK mod -0.15, PPARg SRC3 recr 6, PPARg SRC-1 ag 5, PPARg SRC2 recr 2, TNAP act hiacc 1, SRC2 TRFRET art 1375 and bIAP inhibitor -14.
`CC1Cc2ccccc2N1C(=O)CNCCCN(C)C` (centres undefined) gave STAT1 inh 2, STAT3 activator 101, STAT3 blocker -3, bIAP activator 1.1, ROMK mod -0.096, PPARg SRC3 recr 2, PPARg SRC-1 ag 2, PPARg SRC2 recr 2, TNAP act hiacc 0.9, SRC2 TRFRET art 1468 and bIAP inhibitor -8.
CCOc1cc(C(=O)Nc2ccccc2N2CCN(S(C)(=O)=O)CC2)cc(OCC)c1OCC was read as STAT1 inh -4, STAT3 activator 99, STAT3 blocker 4, bIAP activator 1, ROMK mod -1.1, PPARg SRC3 recr 7, PPARg SRC-1 ag 6, PPARg SRC2 recr 1, TNAP act hiacc 1.1, SRC2 TRFRET art 1717 and bIAP inhibitor -5.
For CC(C)(C)C(=O)c1cn(CC(=O)O)c2ccccc12 the results were STAT1 inh -20, STAT3 activator 113, STAT3 blocker -12, bIAP activator 1, ROMK mod 0.24, PPARg SRC3 recr 3, PPARg SRC-1 ag 2, PPARg SRC2 recr -1, TNAP act hiacc 1, SRC2 TRFRET art 1464 and bIAP inhibitor -1.
For O=C(CSc1ccc(F)cc1)NCCSc1ccccc1 the results were STAT1 inh -3, STAT3 activator 95, STAT3 blocker 9, bIAP activator 1, PPARg SRC3 recr 7, PPARg SRC-1 ag 11, PPARg SRC2 recr 5, TNAP act hiacc 1, SRC2 TRFRET art 1720 and bIAP inhibitor 0.
For O=C(CSc1n[nH]c(-c2ccccc2)n1)NC(=O)NCc1ccco1 the results were STAT1 inh 0, STAT3 activator 103, STAT3 blocker -1, bIAP activator 1.2, PPARg SRC3 recr -5, PPARg SRC-1 ag -6, PPARg SRC2 recr -9, TNAP act hiacc 1.1, SRC2 TRFRET art 1347 and bIAP inhibitor -16.
CCS(=O)(=O)N1CCCC(c2nc(-c3cccc(OC)c3)no2)C1 (centres undefined) was read as STAT1 inh -5, STAT3 activator 103, STAT3 blocker 1, bIAP activator 1, ROMK mod 0.62, PPARg SRC3 recr -1, PPARg SRC-1 ag 1, PPARg SRC2 recr -3, TNAP act hiacc 1, SRC2 TRFRET art 1433 and bIAP inhibitor -1.
For O=c1nc2n(c3ncccc13)CCCCC2 the results were STAT1 inh 4, STAT3 activator 91, STAT3 blocker 15, bIAP activator 0.9, ROMK mod 1.8, PPARg SRC3 recr 2, PPARg SRC-1 ag 0, PPARg SRC2 recr 6, TNAP act hiacc 1.1, SRC2 TRFRET art 1605 and bIAP inhibitor 6.

Part of the list above in order of molecular weight, falling:
CCOc1cc(C(=O)Nc2ccccc2N2CCN(S(C)(=O)=O)CC2)cc(OCC)c1OCC was read as STAT1 inh -4, STAT3 activator 99, STAT3 blocker 4, bIAP activator 1, ROMK mod -1.1, PPARg SRC3 recr 7, PPARg SRC-1 ag 6, PPARg SRC2 recr 1, TNAP act hiacc 1.1, SRC2 TRFRET art 1717 and bIAP inhibitor -5.
For O=C(CSc1n[nH]c(-c2ccccc2)n1)NC(=O)NCc1ccco1 the results were STAT1 inh 0, STAT3 activator 103, STAT3 blocker -1, bIAP activator 1.2, PPARg SRC3 recr -5, PPARg SRC-1 ag -6, PPARg SRC2 recr -9, TNAP act hiacc 1.1, SRC2 TRFRET art 1347 and bIAP inhibitor -16.
Cc1ccc(OCC(O)CN2CC3(C)CC2CC(C)(C)C3)cc1 (centres undefined) was read as STAT1 inh -4, STAT3 activator 101, STAT3 blocker -3, bIAP activator 0.8, PPARg SRC3 recr 0, PPARg SRC-1 ag 0, PPARg SRC2 recr 3, TNAP act hiacc 1, SRC2 TRFRET art 1574 and bIAP inhibitor 20.

Later entries.
COc1ccc(N2CCN(C(=O)C3(C)CC3(Cl)Cl)CC2)cc1 (centres undefined) was read as STAT1 inh 0, STAT3 activator 103, STAT3 blocker -1, bIAP activator 1, PPARg SRC3 recr 0, PPARg SRC-1 ag 5, PPARg SRC2 recr -3, TNAP act hiacc 1, SRC2 TRFRET art 1489 and bIAP inhibitor 1.
For CC1CCN(CCOCCOc2ccccc2Br)CC1 the results were STAT1 inh 6, STAT3 activator 93, STAT3 blocker 18, bIAP activator 1, ROMK mod 0.053, PPARg SRC3 recr -2, PPARg SRC-1 ag 13, PPARg SRC2 recr 6, TNAP act hiacc 1, SRC2 TRFRET art 1622 and bIAP inhibitor -2.
O=C(COc1cccc(-n2cnnn2)c1)NCCC1=CCCCC1 was read as STAT1 inh -1, STAT3 activator 100, STAT3 blocker 7, bIAP activator 1, ROMK mod -1.1, PPARg SRC3 recr 3, PPARg SRC-1 ag 3, PPARg SRC2 recr 6, TNAP act hiacc 1.1, SRC2 TRFRET art 1628 and bIAP inhibitor -2.
Screening O=S(=O)(NC1CCCC1)c1ccc(Br)s1 returned STAT1 inh -1, STAT3 activator 96, STAT3 blocker 8, bIAP activator 0.4, PPARg SRC3 recr -6, PPARg SRC-1 ag -3, PPARg SRC2 recr -4, TNAP act hiacc 1 and SRC2 TRFRET art 1363.
`COc1ccc(/C=C/C(=O)c2ccc[nH]2)cc1OC` gave STAT1 inh -32, STAT3 activator 121, STAT3 blocker -29, bIAP activator 0.9, ROMK mod -0.045, PPARg SRC3 recr -13, PPARg SRC-1 ag -2, PPARg SRC2 recr -6, TNAP act hiacc 1, SRC2 TRFRET art 1274 and bIAP inhibitor 8.
CC(=O)c1cccc(N2C(=O)Nc3ccccc3N2O)c1 was read as STAT1 inh -3, STAT3 activator 102, STAT3 blocker 0, bIAP activator 1, PPARg SRC3 recr 1, PPARg SRC-1 ag 5, PPARg SRC2 recr 6, TNAP act hiacc 1, SRC2 TRFRET art 1669 and bIAP inhibitor -2.
For CC1(C)CC(=O)C/C(=N/NC(=O)C2CCN(S(=O)(=O)c3cccs3)CC2)C1 the results were STAT1 inh 4, STAT3 activator 107, STAT3 blocker -9, bIAP activator 0.9, ROMK mod -0.098, PPARg SRC3 recr 2, PPARg SRC-1 ag -3, PPARg SRC2 recr 11, TNAP act hiacc 1.1, SRC2 TRFRET art 1705 and bIAP inhibitor 8.
`Cc1cc(Oc2ccccc2)nc(-c2ccccc2O)n1` gave STAT1 inh -5, STAT3 activator 101, STAT3 blocker 3, bIAP activator 0.9, ROMK mod -0.16, PPARg SRC3 recr 4, PPARg SRC-1 ag 9, PPARg SRC2 recr -1, TNAP act hiacc 1.1, SRC2 TRFRET art 1554 and bIAP inhibitor 13.
For CCN(CC)C(=O)N1c2ccccc2CC(N(CC)CC)c2ccccc21 (centres undefined) the results were STAT1 inh 3, STAT3 activator 104, STAT3 blocker 1, bIAP activator 1, PPARg SRC3 recr 2, PPARg SRC-1 ag 12, PPARg SRC2 recr -3, TNAP act hiacc 1.1, SRC2 TRFRET art 1610 and bIAP inhibitor 1.
NS(=O)(=O)c1cccc(NC(=O)CSc2nc3ccccc3c(=O)n2CCCN2CCOCC2)c1 was read as STAT1 inh 0, STAT3 activator 96, STAT3 blocker 6, bIAP activator 1, ROMK mod 0.65, PPARg SRC3 recr 2, PPARg SRC-1 ag 5, PPARg SRC2 recr -5, TNAP act hiacc 1, SRC2 TRFRET art 1495 and bIAP inhibitor -3.
NNC(=O)CSCc1ccc(Cl)cc1Cl was read as STAT1 inh 7, STAT3 activator 97, STAT3 blocker 7, bIAP activator 0.9, ROMK mod -0.14, PPARg SRC3 recr 5, PPARg SRC-1 ag 10, PPARg SRC2 recr 6, TNAP act hiacc 1.1, SRC2 TRFRET art 1700 and bIAP inhibitor 9.
Screening O=S(=O)(c1ccc(Br)s1)N1CCN(c2ccccn2)CC1 returned STAT1 inh -2, STAT3 activator 91, STAT3 blocker 14, bIAP activator 0.7, PPARg SRC3 recr -1, PPARg SRC-1 ag 5, PPARg SRC2 recr 9, TNAP act hiacc 1, SRC2 TRFRET art 1595 and bIAP inhibitor 35.
For CC1CCc2c(C(=O)NCCN3CCOCC3)csc2C1 (centres undefined) the results were STAT1 inh -3, STAT3 activator 104, STAT3 blocker -1, bIAP activator 1, PPARg SRC3 recr 0, PPARg SRC-1 ag 6, PPARg SRC2 recr 0, TNAP act hiacc 1, SRC2 TRFRET art 1582 and bIAP inhibitor -3.
`CCC(C)c1ccc(NC(=S)NCc2cccnc2)cc1` (centres undefined) gave STAT1 inh 12, STAT3 activator 103, STAT3 blocker -5, bIAP activator 1, PPARg SRC3 recr 5, PPARg SRC-1 ag -2, PPARg SRC2 recr -2, TNAP act hiacc 1, SRC2 TRFRET art 1463 and bIAP inhibitor -4.
`CCN(Cc1nc(-c2cccc(Cl)c2)no1)CC1CCCO1` (centres undefined) gave STAT1 inh 0, STAT3 activator 116, STAT3 blocker -5, bIAP activator 1, ROMK mod -0.36, PPARg SRC3 recr 4, PPARg SRC-1 ag 0, PPARg SRC2 recr 2, TNAP act hiacc 1.1, SRC2 TRFRET art 1567 and bIAP inhibitor 4.
`O=C(CSCCO)Nc1nccs1` gave STAT1 inh -5, STAT3 activator 93, STAT3 blocker 13, bIAP activator 0.8, PPARg SRC3 recr -2, PPARg SRC-1 ag 16, PPARg SRC2 recr 14, TNAP act hiacc 1, SRC2 TRFRET art 1725 and bIAP inhibitor 18.
`O=C1NCCC/C1=N/Nc1ccc(F)cc1` gave STAT1 inh 2, STAT3 activator 108, STAT3 blocker -2, bIAP activator 1.1, ROMK mod 0.37, PPARg SRC3 recr 2, PPARg SRC-1 ag -5, PPARg SRC2 recr 5, TNAP act hiacc 1, SRC2 TRFRET art 1523 and bIAP inhibitor -15.
Cc1nc2sc(C(c3ccco3)N3CCC(Cc4ccccc4)CC3)c(O)n2n1 (centres undefined) was read as STAT1 inh -2, STAT3 activator 103, STAT3 blocker -4, bIAP activator 0.9, PPARg SRC3 recr 5, PPARg SRC-1 ag -1, PPARg SRC2 recr 0, TNAP act hiacc 1, SRC2 TRFRET art 1560 and bIAP inhibitor 8.
